Bioassay records from PubChem BioAssay.
Efflux pump mplx: blocks antifungal efflux pumps in multiplex yeast assay. actives 0.44% (n = 330,000). inhibition, % at 10 µM. S. cerevisiae Candida pump triplex, Nile Red efflux;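 active means plate passing quality check with inhibition over a set limit, or well fluorescence over plate mean plus 4 SD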;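 further: Nile Red retained in pooled yeast measured as flow cytometry median fluorescence; 0% = buffer negative control and 100% = Enniatin B positive control; higher means more Nile Red kept so more efflux inhibition; some compounds called inactive have numbers as strong as hits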
core dimer inh: blocks dimerization of HCV core protein; AID 1899; actives 0.33% (n = 300,000); TR-FRET GST/Flag-core106 dimerization, 1536-well; inhibition, % at 5 µM;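 active means inhibition above the mean of all tested compounds plus 3 SD, set per screening campaign, cut at about 45% in these data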
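Assay system – GST-tagged and Flag-tagged HCV core protein residues 1-106 · Quantity – core106 proteins, GST 13.5 nM and Flag 17 nM · Benchmarks – unlabelled core106 and no-GST-core106 wells · Read-out basis – percent inhibition of core106 dimerization signal · Detection – time-resolved FRET, ex 340 nm, em 617 and 671 nm · Schedule – 4 h at 22.5 °C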
LYPLA2 inh: LYPLA2 (human) inhibition in PME1 counter-screen; O95372; recombinant LYPLA2, FP-Rh probe fluorescence polarization; inhibition, % at 5.9 µM; actives 0.38% (n = 320,000);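 active means inhibition above the screen-wide mean plus 3 SD, limit set per campaign, cut at about 26% in these data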;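 further: 0% = LYPLA2 with DMSO and 100% = wells lacking LYPLA2 enzyme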
Target sequence (O95372 whole entry, looked up): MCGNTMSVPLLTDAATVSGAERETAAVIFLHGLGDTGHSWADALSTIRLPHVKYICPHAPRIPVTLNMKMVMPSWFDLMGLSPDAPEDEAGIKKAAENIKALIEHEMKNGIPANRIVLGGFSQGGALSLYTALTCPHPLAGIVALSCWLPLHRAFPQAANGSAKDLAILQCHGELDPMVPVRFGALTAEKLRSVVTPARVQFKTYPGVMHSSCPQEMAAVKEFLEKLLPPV
Fh CTSL1 inh: counter-screen for PFM18AAP inhibitors: inhibitors of F. hepatica cathepsin L1 | recombinant F. hepatica cathepsin L1, Z-Leu-Arg-MCA fluorescence | inhibition, % at 5.96 µM | actives 0.49% (n = 300,000) | AID 1906;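 active means inhibition above the mean of all tested compounds plus 3 SD, set per screening campaign, cut at about 17% in these data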;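 further: 0% = plate median of test compound wells and 100% = 1 µM Z-Phe-Ala-diazomethylketone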
TPT1 inhibitor: blocks Candida albicans tRNA 2'-phosphotransferase; recombinant caTPT1, FP RNA substrate dephosphorylation; inhibition, % at 5 µM; actives 0.81% (n = 300,000); AID 1962;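 active means inhibition above the mean of all tested compounds plus 3 SD, set per screening campaign, cut at about 24% in these data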;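 further: plate controls were DMSO alone for no effect and ferristatin control at 100 nM for full effect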
JMJD2C inh: human JMJD2C demethylase inhibition; GST-JMJD2C(1-420) H3K9me3 demethylation, DELFIA europium; inhibition, % at 2.35 µM; Q9H3R0; actives 0.069% (n = 330,000);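 active means more than half of a compound's replicate wells show inhibition beyond 50%, single wells judged on their own value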;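 further: signal counts dimethyl H3K9 product captured on neutravidin plate; 0% = median of DMSO wells and 100% = 0.3 times that DMSO median; strong numbers were not always called active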
PP1 counter: blocks human PP1-alpha phosphatase, a PP5 counter-screen | P62136 | purified PP1alpha, OMFP fluorescence | inhibition, % at 6.7 µM | actives 0.9% (n = 320,000) | AID 2235;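 active means inhibition above the mean inhibition of all tested compounds plus 3 SD, computed separately for each screening campaign, cut at about 15% in these data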
Target sequence (P62136 whole entry, looked up): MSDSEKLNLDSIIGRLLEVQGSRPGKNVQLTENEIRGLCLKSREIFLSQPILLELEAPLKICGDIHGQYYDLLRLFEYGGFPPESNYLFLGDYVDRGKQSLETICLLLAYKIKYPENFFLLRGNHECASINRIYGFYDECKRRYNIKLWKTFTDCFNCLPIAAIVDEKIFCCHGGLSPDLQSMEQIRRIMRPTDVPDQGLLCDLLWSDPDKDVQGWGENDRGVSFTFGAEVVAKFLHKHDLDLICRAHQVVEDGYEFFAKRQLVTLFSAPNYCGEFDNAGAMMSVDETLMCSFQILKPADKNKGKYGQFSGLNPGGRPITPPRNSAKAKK
PREPL inh: inhibits the human prolyl oligopeptidase-like enzyme | Q4J6C6 | recombinant PREPL, fluorescence polarization activity-based probe | inhibition, % at 5.96 µM | actives 0.68% (n = 320,000); in the data active means inhibition above about 43%;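 further: 0% = enzyme with DMSO and 100% = wells lacking enzyme; many of its hits are not listed in these tables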
PP5 primary: blocks human protein phosphatase 5 activity | P53041 | purified PP5c, OMFP substrate fluorescence | inhibition, % at 6.7 µM | actives 0.18% (n = 320,000);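 active means inhibition above the campaign's mean inhibition across all tested compounds plus 3 SD, cut at about 9.5% in these data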;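 further: 0% = DMSO only and 100% = 100 µM cantharidin control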
Target sequence (P53041 whole entry, looked up): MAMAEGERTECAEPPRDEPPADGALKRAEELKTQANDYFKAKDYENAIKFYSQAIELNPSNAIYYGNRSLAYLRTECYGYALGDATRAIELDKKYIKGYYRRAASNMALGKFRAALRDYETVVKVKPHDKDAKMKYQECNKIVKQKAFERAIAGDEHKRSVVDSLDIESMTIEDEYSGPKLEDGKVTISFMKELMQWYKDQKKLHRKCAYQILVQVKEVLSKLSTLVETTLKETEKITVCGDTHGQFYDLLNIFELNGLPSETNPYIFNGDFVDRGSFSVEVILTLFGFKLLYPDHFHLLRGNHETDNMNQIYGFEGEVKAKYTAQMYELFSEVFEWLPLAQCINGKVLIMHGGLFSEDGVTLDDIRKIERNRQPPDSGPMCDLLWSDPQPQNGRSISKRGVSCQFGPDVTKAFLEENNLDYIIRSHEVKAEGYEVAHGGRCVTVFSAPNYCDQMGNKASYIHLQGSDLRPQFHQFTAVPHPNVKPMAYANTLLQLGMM
Numbers without * were called inactive; x = not tested or not shown. This is a subset; count on the stated rates, not on these rows.

SMILES | Efflux pump mplx | core dimer inh | LYPLA2 inh | Fh CTSL1 inh | TPT1 inhibitor | JMJD2C inh | PP1 counter | PREPL inh | PP5 primary
COc1ccc(OC)c(C2C3=C(COC3=O)Nc3cc4c(cc32)OCO4)c1 (stereo not given) | 0.0 | -6 | 8 | -1 | -4 | 0 | 2 | 15 | 1.6
C/C(=N\NC(=S)Nc1c(C)cccc1C)c1ccc(OC(F)F)cc1 | 0.1 | -3 | -3 | -5 | 1 | 21 | 6 | 16 | -0.5
CC1(C)Cc2c(cnn2-c2ccccc2)C(NC(=O)CCN2CCCC2=O)C1 (stereo not given) | 0.2 | -7 | -4 | -2 | 3 | 2 | -1 | 11 | -1.0
CCS(=O)(=O)N1CCC(C(=O)NCCN2CCOCC2)CC1 | 0.1 | -2 | 7 | -3 | -1 | 2 | 0 | -5 | -0.8
CC(C)CN1C(=O)N(c2ccc(Cl)cc2)C(C)(O)CC1(C)C (stereo not given) | -0.1 | -8 | -7 | -1 | 1 | -5 | -1 | -2 | 3.3
CCCN(C(=O)c1ccc(N2CCCC2=O)cc1)c1c(N)n(Cc2ccccc2)c(=O)[nH]c1=O | 0.0 | -1 | -2 | 2 | 0 | -8 | -1 | 5 | -0.4
CCOC(=O)c1[nH]cnc1C(=O)NC(C)C | 0.0 | -4 | -1 | -2 | -5 | 6 | -1 | 0 | 3.6
Cc1c(C)c2ccc(OCC(=O)NC3CCN(Cc4ccccc4)CC3)cc2oc1=O | -0.2 | -5 | 5 | 3 | -2 | -12 | -1 | 9 | -0.1
Cc1ccc(-n2c(=O)c3c4c(sc3n(Cc3cc(=O)n5ccccc5n3)c2=O)CCC4)cc1C | 0.1 | 11 | 2 | -4 | 3 | -5 | 2 | 0 | -2.4
COc1cccc(CNC(=O)CN2C(=O)NC(Cc3ccccc3)(c3ccccc3)C2=O)c1 (stereo not given) | 0.1 | x | 16 | x | x | -3 | -3 | 5 | 3.4
CCCOc1nc2c(c(=O)n(C)c(=O)n2C)n1CCC | 0.0 | -5 | 0 | 5 | 0 | 18 | -5 | -6 | -1.9
COc1ccc(C2CC(c3ccccc3)n3nc(NC(=O)c4cccs4)nc3N2)cc1 (stereo not given) | -0.1 | 14 | 7 | -1 | -4 | -2 | 14 | 37 | -0.3

Next section, overlapping the part above by four compounds.
SMILES | Efflux pump mplx | core dimer inh | LYPLA2 inh | Fh CTSL1 inh | TPT1 inhibitor | JMJD2C inh | PP1 counter | PREPL inh | PP5 primary
Cc1ccc(-n2c(=O)c3c4c(sc3n(Cc3cc(=O)n5ccccc5n3)c2=O)CCC4)cc1C | 0.1 | 11 | 2 | -4 | 3 | -5 | 2 | 0 | -2.4
COc1cccc(CNC(=O)CN2C(=O)NC(Cc3ccccc3)(c3ccccc3)C2=O)c1 (stereo not given) | 0.1 | x | 16 | x | x | -3 | -3 | 5 | 3.4
CCCOc1nc2c(c(=O)n(C)c(=O)n2C)n1CCC | 0.0 | -5 | 0 | 5 | 0 | 18 | -5 | -6 | -1.9
COc1ccc(C2CC(c3ccccc3)n3nc(NC(=O)c4cccs4)nc3N2)cc1 (stereo not given) | -0.1 | 14 | 7 | -1 | -4 | -2 | 14 | 37 | -0.3
CCN(CC)C(=O)CN1C(=O)/C(=C/c2ccccc2)SC1=S | 0.6 | -1 | 5 | 0 | 2 | -1 | -1 | 0 | 2.2
COc1ccc(CNCC(O)(c2ccc(Cl)cc2)c2ccc(Cl)cc2)cc1 | 0.1 | -11 | -1 | -2 | -4 | -11 | 12 | -34 | 1.8
CCN1CCN(C(=O)CN(C)S(=O)(=O)c2cc(C)ccc2OC)CC1 | 0.0 | -3 | -3 | 1 | -2 | 109 | -6 | 17 | -3.8
O=S(=O)(c1ccc2[nH]ccc2c1)N1CCCCCC1 | -0.1 | 4 | -2 | -7 | 0 | -9 | -2 | -1 | 2.5
O=C(Nc1cccc2ncccc12)c1ccco1 | 0.0 | 1 | -1 | 0 | 1 | 5 | -2 | 13 | 4.6
COc1ccccc1N1CC(O)=C(c2nc3ccccc3s2)C1=N | 0.1 | 3 | 5 | -1 | 1 | -2 | 3 | 2 | 3.1
CC1CC(NC(=O)c2c(O)nc3sccn3c2=O)CC(C)(C)C1 (stereo not given) | -0.1 | 2 | -9 | -4 | 0 | -4 | 12 | -12 | 0.5
COC(=O)[C@H](C)NC(=O)NCCC1=CCCCC1 | 0.0 | 2 | 4 | -4 | 1 | 1 | -2 | 0 | 0.8
CCOC(=O)C(=NCCCN(C)C)NNc1ccc(Br)cc1 | 0.0 | 0 | 4 | -4 | 2 | 0 | -6 | 6 | 1.7
CN(C)c1ccc(CNCc2cccnc2)cc1 | 0.1 | -4 | 4 | 1 | -2 | 0 | -3 | 7 | -2.5
COCCN(C(=O)Nc1ccccc1)c1ccccc1C | 0.0 | -5 | 6 | 0 | 0 | -5 | -1 | 8 | -0.7
CC(Cl)C(=O)N1c2ccccc2CCc2ccccc21 (stereo not given) | 0.0 | 11 | 3 | 1 | 0 | 2 | -2 | -2 | -2.6
CC(C)CN(C(=O)CN1C(=O)NC2(CCc3ccccc32)C1=O)C1CCS(=O)(=O)C1 (stereo not given) | -0.2 | x | -2 | x | x | -2 | -3 | 7 | 2.8
COC(=O)COc1ccc(-c2ccccc2)cc1C=O | -0.1 | 6 | -5 | -3 | -4 | -1 | -7 | 8 | 0.5
Cc1nc2ncnn2c(C)c1CCC(=O)NC(C)CCc1ccco1 (stereo not given) | 0.2 | -3 | 3 | 6 | 1 | x | -2 | 11 | -0.5
Cc1nn(CC(=O)NCc2ccc(-n3cccn3)cc2)c(C)c1[N+](=O)[O-] | -0.1 | -7 | 0 | -1 | -5 | -3 | -1 | 10 | 0.6
CC(C)Oc1ccc(/C(O)=C2/C(=O)C(=O)N(CCN(C)C)C2c2cccs2)cc1 (stereo not given) | -0.1 | -3 | -3 | -1 | -3 | -5 | -2 | -1 | -0.3
CCNC(=O)c1sc(=S)n(-c2ccc(C)cc2)c1N | -0.1 | -3 | 7 | 4 | -4 | 7 | -2 | 14 | -0.6
CCCCC1=CC2=C(c3ccco3)C(=O)C(C)(OC(=O)c3ccc(OC)cc3)C(=O)C2=CN1C1CCCCC1 (stereo not given) | -0.1 | 6 | -1 | 8 | -7 | -2 | 3 | 18 | -0.8
CC1CN(C(=O)CSc2nnc(-c3cccs3)n2N)CC(C)O1 (stereo not given) | 0.6 | x | -3 | x | x | -15 | 3 | 12 | 2.7
CCC(NC(=O)NC1=NCCS1)(C(F)(F)F)C(F)(F)F | 0.2 | -2 | 8 | -1 | 4 | 4 | -6 | 1 | 3.4
O=C(c1nc2ccccn2c1CNCCn1ccc2ccccc21)N1CCOCC1 | -0.2 | 1 | 5 | 2 | -4 | 0 | -1 | 35 | -0.1
CC1(C)CC(=O)C(=Cc2cn(-c3ccccc3)nc2-c2ccc(Cl)cc2)C(=O)C1 | 0.4 | -1 | 10 | 8 | 2 | -13 | -1 | 15 | -1.0
CCn1cc(CNC(=S)Nc2cccc3ccccc23)cn1 | -0.2 | 1 | 9 | -4 | 1 | -20 | 4 | -13 | -0.2

Reprinted from the part before: 3 compounds; new compounds follow.
SMILES | Efflux pump mplx | core dimer inh | LYPLA2 inh | Fh CTSL1 inh | TPT1 inhibitor | JMJD2C inh | PP1 counter | PREPL inh | PP5 primary
O=C(c1nc2ccccn2c1CNCCn1ccc2ccccc21)N1CCOCC1 | -0.2 | 1 | 5 | 2 | -4 | 0 | -1 | 35 | -0.1
CC1(C)CC(=O)C(=Cc2cn(-c3ccccc3)nc2-c2ccc(Cl)cc2)C(=O)C1 | 0.4 | -1 | 10 | 8 | 2 | -13 | -1 | 15 | -1.0
CCn1cc(CNC(=S)Nc2cccc3ccccc23)cn1 | -0.2 | 1 | 9 | -4 | 1 | -20 | 4 | -13 | -0.2
Cc1ccc(C(=O)NNC(=O)CCOc2cccc(C)c2)cc1 | -0.3 | x | 9 | x | x | -6 | -3 | -6 | -1.7
Cc1nc(C(=O)NCC(=O)c2ccccc2)c(C(F)(F)F)o1 | 0.1 | -2 | -2 | -2 | 0 | 0 | -2 | 0 | 1.0
Cc1nnc2ccc(N3CCCCC3)nn12 | -0.2 | 7 | 6 | -5 | -4 | 2 | -4 | -6 | 1.3
COc1ccccc1NC(=O)CSc1nc(SC)ns1 | 0.0 | -1 | -4 | 3 | -4 | 9 | 0 | 8 | 2.8
COc1cc(/C=N/NC(=O)Cn2cnc3ccccc3c2=O)ccc1O | -0.1 | -2 | -2 | 1 | 2 | 0 | -3 | 6 | -1.5
O=C1C(=O)N(CCc2c[nH]c3ccccc23)C(c2cccnc2)/C1=C(/O)c1ccccc1 (stereo not given) | 0.1 | -4 | 8 | -2 | -1 | -5 | 0 | 12 | 1.7
Cc1ccc2cccc(OCCCOc3ccccc3F)c2n1 | 0.1 | 2 | 4 | 9 | 3 | 2 | 0 | -18 | 3.1
COC(=O)Nc1ccc(S(=O)(=O)N2CCCC(C(=O)Nc3cccnc3)C2)cc1 (stereo not given) | 0.1 | -3 | 3 | -4 | -4 | 5 | 7 | 9 | 2.0
CCCCCN(C(=O)NC(=O)Nc1ccccc1OC)S(C)(=O)=O | -0.1 | -7 | 7 | -3 | -1 | 2 | -2 | 9 | 1.7
O=C(COc1ccc(C(=O)O)cc1)Nc1cccc(C(F)(F)F)c1 | -0.2 | -1 | 4 | 1 | -2 | 1 | 1 | -3 | 0.6
CC(C)c1cc(C(=O)O)n(-c2ccccc2)n1 | 0.1 | 0 | 5 | 0 | 2 | -14 | -1 | -1 | -2.9
CCc1ccccc1NC(=O)CN(C)C(=O)CSc1nnc(Nc2cccc(C)c2C)s1 | 0.4 | 3 | -5 | -2 | 0 | -1 | -1 | -25 | 3.5
Cc1ccsc1C(=O)OCc1cc(=O)n2ccsc2n1 | 0.0 | x | 1 | x | x | 2 | -1 | 2 | -2.2
O=C(/C=C/c1ccc(Cl)c([N+](=O)[O-])c1)NCc1cccnc1 | 0.1 | 2 | 1 | 2 | 1 | 10 | 8 | 11 | 1.7
O=C(Nc1ccc2ccccc2c1)c1cn(-c2ccccc2)nc1-c1cccs1 | -0.4 | 5 | -42 | 1 | 0 | -19 | 7 | -6 | 0.8
Fc1cccc(NC(=S)N2CCCC2)c1 | 0.0 | -5 | 6 | 3 | -1 | -6 | 2 | 8 | -0.3
COc1ccccc1NC(=O)COc1ccc(/C=N/NC(=O)c2cccnc2)cc1 | -2.1 | -7 | -1 | 1 | 0 | 10 | 2 | -19 | 2.9
COc1ccc(C(CC(=O)c2ccccc2)C2CCCCC2=O)cc1 (stereo not given) | 0.3 | 6 | -2 | 2 | 1 | 2 | -2 | -4 | 0.3
CC(=O)NC1(c2nnnn2CCOC(=O)Nc2ccc(Cl)cc2)CCCCC1 | -0.2 | -5 | 1 | -2 | 0 | x | 0 | 6 | 1.5
Cc1ccc(C(=O)NC2CCCCCC2)cc1S(=O)(=O)N1CCOCC1 | -0.1 | -9 | -3 | -2 | -1 | -5 | -6 | 14 | 3.3
